HIV RNase H inh – inhibitors of HIV-1 reverse transcriptase RNase H; AID 565; inhibition, % at 10 µM; P04585; actives 1.9% (n = 65,000); RT-RNase H RNA/DNA duplex cleavage, fluorescence; in the data active = inhibition above about 50%
RmlCD inh mix – RmlC/RmlD inhibition, mixture screen | RmlC/RmlD coupled enzyme inhibition, 384-well mixture HTS | inhibition, % at 5.5 µM | actives 0.39% (n = 110,000); in the data active = inhibition above about 30%, passing the limit was not always enough; inconclusive = no clear call, values can overlap the other calls; also: strong numbers were not always called active
Active calls of the source: *; u = inconclusive; x = no result given.

SMILES	HIV RNase H inh	RmlCD inh mix
O=C(Nc1ccc(S(=O)(=O)N2CCN(Cc3ccccc3)CC2)cc1)c1cnccn1	3.0	-2.5
CCCCC1=CC2=CC(=O)C(C)(OC(=O)CC)C(=O)C2=CN1C1CCCCC1 (centres undefined)	x	5.8
C/C(=C\C(=O)OCCCCCCCCC(=O)O)C[C@@H]1OC[C@H](C[C@@H]2O[C@H]2[C@@H](C)[C@H](C)O)[C@@H](O)[C@H]1O	x	16.2
COC(=O)C1=C(O)C(C(=O)OC)C(c2ccc(C)cc2)C(C#N)(C#N)C1c1ccc(C)cc1 (centres undefined)	x	-10.3
COc1cc2c(cc1NC(=O)C(C)N1CCN(S(=O)(=O)c3ccc(C)c(C)c3)CC1)oc1ccccc12 (centres undefined)	x	-54.2
COc1ccccc1C(=O)Nc1ccc(CN2CCCCC2)cc1	x	3.0
O=C(Nc1ccccc1N1CCN(C(=O)c2ccc(Cl)cc2)CC1)c1ccc(Br)cc1	x	-9.5
CC(=O)c1cccc(Nc2nc(=O)c3cccnc3s2)c1	x	9.9
COC(=O)c1cccc(C23CC4(C2)[C@H](CN(CC2CCCCC2)[C@@H]4c2ccccc2)C3c2ccccc2)c1 (some centres undefined)	x	-12.6
NC(=O)C1CCN(CCC(=O)Nc2cccc(Cl)c2)CC1	1.4	-17.9
Cc1ccc(-n2c(-c3ccco3)nc3c(cnn3-c3ccc(C)cc3)c2=O)cc1	x	11.5
CCCCC(=O)Nc1ccc2c3c(cccc13)C(=O)N2CC	0.2	-8.3
CCn1c(CNC(=O)c2cccc(C)c2)nnc1SCC(=O)Nc1cccc(OC)c1	3.5	6.8
N#CC1=C(N)S[C@H](C(=O)C23CC4CC(CC(C4)C2)C3)[C@H]1c1ccncc1	-1.3	-4.5
Cc1cc(C)c2cc(CN(CCO)C(c3nnnn3Cc3ccc(F)cc3)C(C)C)c(=O)[nH]c2c1 (centres undefined)	1.8	9.0
O=C(c1ccco1)N1CCN(C(=O)c2cc3sccc3n2Cc2ccccc2)CC1	-3.7	-28.0
CCO[C@@H]1OC(C(=O)N2CCN(Cc3ccccc3)CC2)=C[C@H](C2CC2)[C@H]1CCCO	x	-9.1
COc1ccc2nc(NC(=O)C3CCN(S(=O)(=O)c4cccc5nsnc45)CC3)sc2c1	-6.9	-6.2
CSCCc1nc(SCC(=O)Nc2nnc(C)s2)[nH]c1C	-5.9	-14.1
CC1CCCN(C(=O)Cc2ccc(F)cc2)C1 (centres undefined)	-5.8	0.3
O=C(N1CCOCC1)N1CCN(c2ccccc2F)CC1	-4.1	-10.0
COc1ccc(-c2nc3ccccc3c(=O)n2-c2cccnc2)cc1	x	9.1
O=C(CCn1cccc1)Nc1ccccc1F	-2.2	2.2
Cc1cccc(OCCSc2nnc(-c3ccoc3C)n2C)c1	-10.5	4.4

2 entries from above, as comma-separated lines.
mol,HIV RNase H inh,RmlCD inh mix
CCCCC1=CC2=CC(=O)C(C)(OC(=O)CC)C(=O)C2=CN1C1CCCCC1 (centres undefined),x,5.8
C/C(=C\C(=O)OCCCCCCCCC(=O)O)C[C@@H]1OC[C@H](C[C@@H]2O[C@H]2[C@@H](C)[C@H](C)O)[C@@H](O)[C@H]1O,x,16.2

(listing goes on)
SMILES	HIV RNase H inh	RmlCD inh mix
Cc1ccccc1-c1ccc(Nc2ccc(C(=O)N3CCOCC3)cc2)nn1	2.0	6.0
CNC(=O)c1nc(C)c(C2(C)CC(c3ccccc3)=NO2)s1 (centres undefined)	x	-7.7
CCOc1cc([C@H]2[C@@H]3CCCC[C@]3(O)CCN2CC(=O)NCc2ccco2)ccc1O	-3.0	11.4
Cc1cccc(C)c1NC(=O)CSc1nnc(CCCCCNC(=O)OC(C)(C)C)o1	-7.4	9.9
CC(=O)O[C@@H]1/C=C/[C@](C)(O)C[C@@H](C)C/C=C/[C@H]2[C@H](O)C(C)=C(C)[C@H]3[C@H](Cc4ccccc4)NC(=O)[C@@]123	x	-12.1
CC(C)CCn1cnc2c1c(=O)n(C)c(=O)n2C	-5.0	-23.0
COc1c(OC)c(O)c2c(=O)cc(-c3c(O)cccc3O)oc2c1OC	x	9.6
CNc1sc(C(=O)c2ccccc2F)c(N)c1-c1nc2ccccc2s1	x	-9.3
CC(O)CN1C(=O)C(CC(=O)Nc2ccc(Cl)cc2)SC1=Nc1ccccc1 (centres undefined)	20.4	-10.9
CCOc1ccc(C(=O)N2CCN(Cc3ccccc3)CC2)cc1	0.2	-7.7
O=c1cc(-c2ccc(F)cc2F)[nH]c2ccccc12	x	23.9
O=C(NC(=S)Nc1nc2c(s1)CSc1ccccc1-2)c1ccccc1	x	-8.8
CC1(c2nnc(Cc3ccccc3)o2)CC(c2ccncc2)=NO1 (centres undefined)	x	-11.2
COc1ccccc1NC(=O)NS(=O)(=O)c1ccc(C)cc1	x	-11.1
CC1(C)CC(=O)c2c(nn(-c3ccccc3)c2-c2ccncc2)C1	x	-10.0
Cc1cccc(N2CCCC2=Nc2ccc(Br)cc2C#N)c1	x	5.3
CCOC(=O)c1nn(-c2ccc(C)cc2)cc1O	x	5.5
O=C(Cn1nnc2ccccc21)NCc1ccccc1	0.8	-10.8
C=CC[C@@H]1C=C(C)C[C@H](C)C[C@H](OC)[C@H]2O[C@@](O)(C(=O)C(=O)N3CCCC[C@H]3C(=O)O[C@H](/C(C)=C/[C@@H]3CC[C@@H](O)[C@H](OC)C3)[C@H](C)[C@@H](O)CC1=O)[C@H](C)C[C@@H]2OC	x	-19.0
COc1ccc(NC(=O)C(CCSC)N2C(=O)c3ccccc3C2=O)cc1 (centres undefined)	x	-14.8
C=C1CCN([C@@H](C)C(=O)NCc2ccc(OC)cc2)S(=O)(=O)c2ccccc21	x	-9.8
CCOC(=O)C1CCCN(C(=O)c2cc3c(=O)n(C)c4ccccc4c3n2C)C1 (centres undefined)	-15.8	-7.7
CCOC(=O)CN(C(=O)CNC(=O)c1cccs1)C(C(=O)NC1CCCC1)c1cccnc1 (centres undefined)	x	u
CC(=O)NCCOC(=O)Nc1ccncc1	-9.9	6.3
Cc1cccc(NC(=S)N2CCC(c3nc4ccccc4o3)CC2)c1C	x	-6.7
CN1C2CCC1CC(OC(=O)c1ccc(Cl)cc1)C2 (centres undefined)	-20.5	-9.6
COC(=O)Cn1cnc2c(C#N)c3n(c2c1=O)CCCCC3	-9.9	6.3
CCn1c(COc2ccccc2)nnc1SCC(=O)NC1CCCCC1	62.7*	6.1
Cc1ccc(C)c(S(=O)(=O)N/N=C2/CCCc3ccccc32)c1	x	-8.3
Cc1ccccc1-c1cc2c(nn1)-c1ccccc1C2=O	x	10.6
c1ccc2oc(CCc3nc4ccccc4o3)nc2c1	-9.4	x
O=C(Nc1ccc2c(c1)OCO2)C1CCN(C(=O)CSc2ncnc3ccccc23)CC1	22.3	9.6
COC(=O)[C@@H]1C[C@@]2(O)[C@H](O)[C@H](O)[C@H](O)C[C@H]2N1Cc1ccc(-c2ccccc2)cc1	x	85.0
CC(=O)c1c(C)[nH]c(C(=O)Nc2cc(C)ccc2C)c1C	-6.8	-29.8
Cc1c(OCC(F)(F)F)ccnc1CS(=O)c1nc2ccccc2[nH]1 (centres undefined)	73.9*	5.6
COC(=O)c1ccc(OC(=O)c2ccc(OC)c(OC)c2)c(OC)c1	-6.5	6.5
C=CC(=O)NC(NC(=O)C=C)c1ccc(Br)cc1	x	5.3
O=C(N(Cc1ccccc1)c1ccccn1)C12CC3CC(CC(C3)C1)C2	x	7.7
c1ccc(CCCNc2ncccn2)cc1	x	-14.1
CC(C)(C)OC(=O)[C@H](Cc1ccccc1)NC(=O)c1[nH]cnc1C(=O)Nc1ccc(Cl)cc1	x	-15.2
COCCSc1ccccc1C(=O)Nc1nnc(COC)s1	21.4	-5.9
C=CCn1c(SCC(=O)NC(=O)NCCC)nnc1C1CCCCC1	x	-35.2
Fc1ccccc1OCCCN1CCOCC1	-1.7	12.4
COc1cc(-c2nc(Cc3ccccc3Cl)no2)cc(OC)c1OC	-47.2	-5.9
COCCN1CN(S(=O)(=O)c2ccccc2)c2nc3ccccc3nc21	-15.9	3.6
Cc1ccc(-n2nnnc2-c2cnn(-c3cccc(F)c3)c2C(F)(F)F)cc1	x	6.0
Cc1cccc(N(C)S(=O)(=O)c2cccc3nsnc23)c1	-89.9	-4.5
Cc1ccc(-c2nc3ccccc3o2)cc1NC(=O)Cc1cccs1	x	-0.9
CCCCCN(C(=O)NC(=O)NC(C)CC)S(C)(=O)=O (centres undefined)	-10.0	-15.2
Cc1cc2c(c(=O)n1CCCn1ccnc1)C(c1ccco1)C(C#N)=C(N)O2 (centres undefined)	-7.7	-10.3
Cc1nn(CCc2n[nH]c(=S)n2-c2cccc(Cl)c2)c(C)c1[N+](=O)[O-]	x	-16.6
O=C(NCC1CCCO1)c1cc(-c2ccccc2)on1 (centres undefined)	-5.2	6.2
O=C(CN1C(=O)C2(OCCO2)c2ccccc21)c1ccc(Cl)cc1	-4.6	3.6
O=C1OCCC1S(=O)(=O)c1ccc2ccccc2c1 (centres undefined)	-3.6	-5.8
Cc1ccc(-c2nc3cc(C)ccc3o2)cc1	-6.2	-57.3
CC1CCC/C(=N/Nc2ccc([N+](=O)[O-])cc2[N+](=O)[O-])C1 (centres undefined)	x	44.2
CCCc1nc2cc(CC(=O)OC)ccc2o1	x	-0.2
Cc1cc(-c2cc(C(=O)NC3CCCC3)on2)nc(NC2CCCC2)n1	x	-37.0
COc1ccc(OC)c(C2C(C#N)=C(N)Oc3c2c(C)nn3-c2cccc(Cl)c2)c1 (centres undefined)	38.7	-14.4
C#CCOCCOCCOCCNc1nc(N2CCN(C(=O)Cn3cc(CC(C)O)nn3)CC2)nc(N2CCN(C(=O)Cn3cc(CC(C)O)nn3)CC2)n1 (centres undefined)	x	u
The list goes on:
SMILES	HIV RNase H inh	RmlCD inh mix
O=C(COc1ccc(S(=O)(=O)N2CCCCC2)cc1)NCc1ccncc1	-0.7	-10.7
Cc1cccc(CSCCNC(=O)CSCc2ccc([N+](=O)[O-])cc2)c1	x	0.2
COc1ccc(C(O)C(CN2CCOCC2)c2ccccc2)cc1 (centres undefined)	-12.7	-9.2
O=C(NC1CCCC1)C1CC1c1ccccc1 (centres undefined)	-5.0	7.3
CCc1ccccc1NC(=O)CSc1nnc([C@@H](N)Cc2ccccc2)o1	-5.4	x
OC(COc1ccc(Cl)cc1)CN1C2=NCCCN2c2ccccc21 (centres undefined)	-9.2	11.8
Cc1ccc(NC(=O)C(C)N2C(=O)C3C4CC(C(Br)C4Br)C3C2=O)cc1 (centres undefined)	x	-5.3
CCCSc1nc(N2CCOCC2)c2c(c1C#N)CCCC2	-15.1	5.9
O=C1Nc2ccccc2C(O)(C(=O)NCc2ccco2)N1c1ccccc1 (centres undefined)	2.7	10.8
O=C(NNC(=O)c1ccccc1Br)c1ccc(Cl)c(Cl)c1	x	3.2
Cc1cnc(-c2nnc(N(C)C(=O)c3cnccn3)s2)cn1	-8.8	x
O=C(Cc1coc(-c2ccc(F)cc2)n1)N1CCOCC1	-18.0	10.7

Filtered by structure: those above containing a halogen
SMILES	HIV RNase H inh	RmlCD inh mix
O=C(Nc1ccccc1N1CCN(C(=O)c2ccc(Cl)cc2)CC1)c1ccc(Br)cc1	x	-9.5
NC(=O)C1CCN(CCC(=O)Nc2cccc(Cl)c2)CC1	1.4	-17.9
Cc1cc(C)c2cc(CN(CCO)C(c3nnnn3Cc3ccc(F)cc3)C(C)C)c(=O)[nH]c2c1 (centres undefined)	1.8	9.0
CC1CCCN(C(=O)Cc2ccc(F)cc2)C1 (centres undefined)	-5.8	0.3
O=C(N1CCOCC1)N1CCN(c2ccccc2F)CC1	-4.1	-10.0
O=C(CCn1cccc1)Nc1ccccc1F	-2.2	2.2
CNc1sc(C(=O)c2ccccc2F)c(N)c1-c1nc2ccccc2s1	x	-9.3
CC(O)CN1C(=O)C(CC(=O)Nc2ccc(Cl)cc2)SC1=Nc1ccccc1 (centres undefined)	20.4	-10.9
O=c1cc(-c2ccc(F)cc2F)[nH]c2ccccc12	x	23.9
Cc1cccc(N2CCCC2=Nc2ccc(Br)cc2C#N)c1	x	5.3
CN1C2CCC1CC(OC(=O)c1ccc(Cl)cc1)C2 (centres undefined)	-20.5	-9.6
Cc1c(OCC(F)(F)F)ccnc1CS(=O)c1nc2ccccc2[nH]1 (centres undefined)	73.9*	5.6
C=CC(=O)NC(NC(=O)C=C)c1ccc(Br)cc1	x	5.3
CC(C)(C)OC(=O)[C@H](Cc1ccccc1)NC(=O)c1[nH]cnc1C(=O)Nc1ccc(Cl)cc1	x	-15.2
Fc1ccccc1OCCCN1CCOCC1	-1.7	12.4
COc1cc(-c2nc(Cc3ccccc3Cl)no2)cc(OC)c1OC	-47.2	-5.9
Cc1ccc(-n2nnnc2-c2cnn(-c3cccc(F)c3)c2C(F)(F)F)cc1	x	6.0
Cc1nn(CCc2n[nH]c(=S)n2-c2cccc(Cl)c2)c(C)c1[N+](=O)[O-]	x	-16.6
O=C(CN1C(=O)C2(OCCO2)c2ccccc21)c1ccc(Cl)cc1	-4.6	3.6
COc1ccc(OC)c(C2C(C#N)=C(N)Oc3c2c(C)nn3-c2cccc(Cl)c2)c1 (centres undefined)	38.7	-14.4
OC(COc1ccc(Cl)cc1)CN1C2=NCCCN2c2ccccc21 (centres undefined)	-9.2	11.8
Cc1ccc(NC(=O)C(C)N2C(=O)C3C4CC(C(Br)C4Br)C3C2=O)cc1 (centres undefined)	x	-5.3
O=C(NNC(=O)c1ccccc1Br)c1ccc(Cl)c(Cl)c1	x	3.2
O=C(Cc1coc(-c2ccc(F)cc2)n1)N1CCOCC1	-18.0	10.7

Assay outcomes from PubChem.

Some of the compounds tested; rates above refer to the full screens.
